# ERG-DNA inh: inhibitors of human ERG Ets domain-DNA interaction; P11308; fluorescence polarization, His-ERG Ets domain / labelled DNA; Potency, µM (top dose mostly 76.9 µM), for inactives: at the top dose FP activity, negative = inhibition, hits mostly inhibitors; 370,000 tested, 0.028% active; AID 624246; active = well fitted inhibition curve with a large enough effect in the polarisation, with a control signal flat; inconclusive = small, poorly fitted or top-dose-only effect, or effect the other way, or a change in a side signal; inactive = no such curve, though single readings can be large or run the other way; the % refers to the polarisation;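 also: polarization taken with two DNA probes labelled with fluorescein and Texas red; potency is read from the fitted curve at half-maximal effect; % of control where 0% means no effect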
#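 His-tagged ERG Ets domain (1 uM in the protein solution; 300mM KCl, 50mM Tris-HCl, 1mM EDTA, 1mM DTT, pH 7.5) received compound, then a probe mix of 5 nM fluorescein-DNA and 100nM Texas-615-DNA. Fluorescence polarization was read for both dyes.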
# LDHA inh: inhibitors of human lactate dehydrogenase A; P00338; purified LDHA, NADH/diaphorase-resazurin fluorescence; stronger effect = lower value; activity change, % (values are at about 110 or 230 µM); 480,000 tested, 0.15% active; in the data active = activity change below about -30%; inconclusive = mostly about -25% to -30%;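 also: plate controls were DMSO wells for no effect and wells without enzyme for full effect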
#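 Human LDH5 (2 nM) was incubated with 0.06 mM NADH and 0.2 mM pyruvate for 5 min at room temperature in Tris pH 7.4. Remaining NADH was coupled through diaphorase/resazurin, and resorufin fluorescence was read at 0 and 20 min.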
# Vif-APOBEC3F blk: blocks the Vif interaction with APOBEC3F. HeLa A3F-eYFP + Vif (tagged APOBEC3F with the HIV-1 protein that degrades it), YFP fluorescence increase. Potency, µM (titrated, usually from 46.1 µM), without a hit: at the top dose activity, negative = active. 390,000 tested, 0.2% active; also: potency is read from the fitted curve at half-maximal effect; % of control where 0% means no effect; nearly all actives have a fitted effect of over 65% in size
#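 Fluorescence increase (Ex 488/Em 500-530) after overnight compound treatment at 37 deg C flags inhibition of Vif-driven A3F-eYFP loss in stable HeLa A3F-eYFP/Vif cells seeded overnight beforehand.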
# Glioma ERSR ind: inducers of ER stress response in human glioma cells. 420,000 tested, 0.02% active. AID 602332. Potency, µM, for the others: at the top dose activation, usual class: activators. U87-MG GRP78 promoter luciferase reporter, 16 h; also: potency is read from the fitted curve at half-maximal effect; series mostly up to about 76 µM; % of control where 0% means no effect; nearly all actives have a fitted effect of over 35% in size
#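 Stably transfected U87-MG glioma cells carrying a GRP78-based luciferase sensor; 16 h compound incubation. Luminescence end-point read 10 min after Bright-Glo addition at room temperature.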
# 12-LOX inh: inhibitors of human 12S-lipoxygenase ALOX12; P18054; AID 1671190; Potency, µM (doses to about 108 µM), inactives show top-dose activity change, negative = inhibition, usual class: inhibitors; 580,000 tested, 1.1% active; purified 12hLO, xylenol orange hydroperoxide absorbance; also: potency is read from the fitted curve at half-maximal effect; % is scaled to controls: 0 for no effect and ±100 for the full control effect
# Target sequence (P18054 whole entry, looked up): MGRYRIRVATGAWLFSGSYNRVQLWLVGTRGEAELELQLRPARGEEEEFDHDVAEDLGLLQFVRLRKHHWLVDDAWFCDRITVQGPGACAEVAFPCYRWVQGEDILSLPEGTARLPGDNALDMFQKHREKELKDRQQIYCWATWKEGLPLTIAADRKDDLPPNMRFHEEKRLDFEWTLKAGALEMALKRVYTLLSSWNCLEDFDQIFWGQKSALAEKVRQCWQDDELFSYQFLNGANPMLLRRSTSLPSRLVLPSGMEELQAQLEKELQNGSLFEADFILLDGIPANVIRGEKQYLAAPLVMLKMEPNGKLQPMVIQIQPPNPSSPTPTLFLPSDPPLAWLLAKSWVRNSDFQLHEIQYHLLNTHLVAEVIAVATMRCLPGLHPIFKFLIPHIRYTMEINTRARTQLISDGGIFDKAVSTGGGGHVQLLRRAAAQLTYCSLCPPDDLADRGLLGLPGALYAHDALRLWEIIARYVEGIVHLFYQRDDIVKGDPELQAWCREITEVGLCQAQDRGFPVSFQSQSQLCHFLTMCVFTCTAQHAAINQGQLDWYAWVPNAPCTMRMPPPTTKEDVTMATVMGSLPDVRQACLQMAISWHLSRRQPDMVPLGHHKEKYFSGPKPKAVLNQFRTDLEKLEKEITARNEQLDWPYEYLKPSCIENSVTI
#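 Purified human 12hLO (150 nM final) in 25 mM Hepes, 0.01% Triton X-100, pH 7.0 was preincubated 15 min at room temperature with compound. Then 40 uM arachidonic acid was added, 30 min. Hydroperoxide was read by Fe-XO absorbance ratio 573/405 nm.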
# Vif-APOBEC3G blk: inhibitors of Vif-APOBEC3G interaction; Potency, µM (highest dose often 46.1 µM), for the others: at the highest dose activity, negative = active, usual class: inhibitors; HeLa A3G-eYFP + Vif (tagged APOBEC3G with the HIV-1 protein that degrades it), YFP fluorescence, overnight; Q9HC16; 410,000 tested, 0.076% active; AID 602310;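 also: potency is read from the fitted curve at half-maximal effect; % is scaled to controls: 0 for no effect and ±100 for the full control effect; nearly all actives have a fitted effect of over 60% in size; hits raise eYFP signal because A3G escapes Vif-driven loss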
# Target sequence (Q9HC16 whole entry, looked up): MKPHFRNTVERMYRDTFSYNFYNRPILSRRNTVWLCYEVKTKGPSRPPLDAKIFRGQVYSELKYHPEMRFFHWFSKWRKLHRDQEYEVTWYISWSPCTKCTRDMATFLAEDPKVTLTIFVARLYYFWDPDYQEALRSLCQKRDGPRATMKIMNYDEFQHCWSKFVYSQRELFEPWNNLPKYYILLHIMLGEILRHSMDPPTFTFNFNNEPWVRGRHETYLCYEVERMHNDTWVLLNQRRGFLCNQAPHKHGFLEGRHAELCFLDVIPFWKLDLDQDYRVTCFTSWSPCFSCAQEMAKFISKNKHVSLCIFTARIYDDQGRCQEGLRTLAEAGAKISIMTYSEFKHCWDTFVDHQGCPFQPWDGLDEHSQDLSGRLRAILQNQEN
#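 HeLa cells stably expressing Vif and C-terminally eYFP-tagged A3G, seeded overnight at 37 deg C, then exposed to compound by pintool overnight at 37 deg C. Rise in yellow fluorescence (Ex 488/Em 500-530, Acumen) marks blocked Vif-driven A3G degradation.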
# D2 antagonist: antagonists of human D2 dopamine receptor. P14416. HEK293 TREx D2 cells, calcium flux, dopamine EC80. inhibition, % at 10 µM. 340,000 tested, 2% active; in the data active = inhibition above about 30%; also: 0% is about no effect
#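 Inhibition of EC80 dopamine-driven calcium flux, recorded kinetically, defines activity here; cells are a tetracycline-induced HEK293 T-REx line expressing force-coupled D2.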
# D2 agonist: D2 dopamine receptor (human) agonism. P14416. HEK293 T-REx D2 cells, calcium flux agonist mode. activation, % at 2 µM. 340,000 tested, 0.53% active. AID 485358;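 active = activation over 3 SD above normal in the single-dose calcium agonist read, cut at about 30% in these data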; also: 0% is about no effect
#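 In this primary screen, compounds producing a positive calcium signal within 180 s of addition to tetracycline-induced, force-coupled HEK293 Trex D2 cells are flagged; cells are dye-loaded with a no-wash calcium kit beforehand.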
# RGS4 inh: human RGS4 inhibition. P49798. Transcreener GDP fluorescence polarization, RGS4-accelerated GTP hydrolysis. Potency, µM (titrated, usually from 114 µM), for inactives: top-dose activity change, negative = inhibition, usual class: inhibitors. 390,000 tested, 0.039% active; also: potency is read from the fitted curve at half-maximal effect; % is scaled to controls: 0 for no effect and ±100 for the full control effect; nearly all actives have a fitted effect of over 75% in size; some results filed as inactive show a strong effect at the top dose
#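 MLSMR compounds (23 nl, pin-transferred) preincubated 10 min at room temperature with a 500nM (2x) first reagent, then RGS4 at 900nM (2x) plus Transcreener GDP mix added; fluorescence polarization (620/688 nm) read before and after 90 min at 30 °C.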
# The depositor's hits bear a star; i = inactive; ? = inconclusive; . = not tested or not shown; [ ] = another dose, or the depositor's remark. Unless noted, calls follow the shape of the dose curve; as a rule, active = well fitted curve in the direction sought with a large enough effect; inconclusive = small, poorly fitted or top-dose-only effect, or another doubt; inactive = no such curve, though single readings can be large; an effect the other way counts as inactive or inconclusive. Some of the compounds tested; rates above refer to the full screens.
SMILES,ERG-DNA inh,LDHA inh,Vif-APOBEC3F blk,Glioma ERSR ind,12-LOX inh,Vif-APOBEC3G blk,D2 antagonist,D2 agonist,RGS4 inh
O=C(NCCc1csc(-c2ccc(C(F)(F)F)cc2)n1)C(=O)Nc1cc(F)ccc1F,-1%,-3,0%,-1%,-14%,-1%,.,0.2,3%
COC(=O)c1ccc(=O)n(CC(=O)c2ccc(Cl)cc2)c1,-5%,-6,5%,-6%,-6%,-5%,-8,1.1,-16%
CC1CCN(CCCOc2ccc(Cl)cc2Br)CC1,-5%,-11,11%,3%,?,0%,34*,0.0,-10%
Cc1cc(C)n2nc(C)c(-c3ccccc3)c2n1,4%,0,6%,-3%,0%,-2%,.,.,-2%
Cc1ccc(NC(=O)c2sc3nc(-c4cc5ccccc5oc4=O)[nH]c(=O)c3c2C)c(C)c1,-6%,-4,?,-1%,7%,-3%,.,0.8,-16%
O=C(NCC(c1cccnc1)N1CCc2ccccc21)c1ccccc1Br (configuration not stated),2%,-1,0%,-1%,3%,0%,.,-0.9,-7%
CCn1c(SCc2cccc(F)c2)nc2c(c1=O)SCC2,14%,-7,0%,-6%,-8%,-4%,-6,-2.2,-11%
COc1ccc(NC(=S)NC(NC(=O)CCl)C(Cl)(Cl)Cl)c([N+](=O)[O-])c1 (configuration not stated),-1%,13,-1%,?,.,-26%,-9,-1.2,?
Clc1cccc(Sc2ccc(-c3ccccn3)s2)c1,4%,-4,-1%,0%,183%[activator],-3%,-6,-0.1,15%
C=C1C[C@H](O[C@@H]2O[C@H](CO)[C@@H](O)[C@H](O)[C@H]2O)[C@@H]2[C@H](OC(=O)[C@H]2C)[C@H]2[C@H](C)[C@H](O)C[C@@H]12,-7%,1,-4%,-3%,-4%,2%,.,.,-17%
CCOc1ccccc1NC(=O)CCCc1nc2ccccc2c(=O)[nH]1,7%,-1,-1%,?,16%,4%,-8,0.1,-19%
CC(c1ccco1)N(C(=O)c1cccc(S(=O)(=O)N(C)C)c1)c1ccccn1 (configuration not stated),22%,-7,-6%,-4%,-1%,-2%,0,2.7,26%
CCc1ccc(NC(=O)CSc2nnc(C3CC3)n2CC2CCCO2)cc1 (configuration not stated),0%,-5,7%,-2%,10%,-2%,-5,-0.3,11%
CC(C)C(=O)N1CCN(c2ccccc2NC(=S)NC(=O)Cc2ccccc2)CC1,2%,-1,6%,-4%,3%,0%,.,.,-18%
Cc1ccnc(NC(=O)CN2C(=O)c3ccccc3C2=O)c1,-2%,2,14%,0%,3%,8%,-3,0.8,-2%
COc1cc(/C=N/NC(=O)c2cccnc2)ccc1OC(=O)c1cccc(Br)c1,-22%,-4,3%,-5%,.,-1%,-1,0.0,-18%
COc1ccc(-c2cc(C(F)(F)F)nc(SCCC(=O)Nc3cc(C)on3)n2)cc1,0%,-5,.,-7%,0%,1%,4,0.9,5%
O=C1CCCC(=NNC(=O)c2cc3ccccc3cc2O)C1,.,11,?,-3%,.,-11%,.,.,-46%
CC1(C)C(c2ccccc2)=[N+]([O-])C2(CCCCC2=O)N1O (configuration not stated),1%,14,-8%,-4%,-32%,-5%,33*,-0.5,8%
NC(=O)CNC(=O)[C@@H]1CC2(CC(c3cccc([N+](=O)[O-])c3)=NO2)CN1C(=O)c1ccccc1 (some centres not stated),-4%,-1,-1%,-4%,?,0%,1,0.0,22%
Cc1cccc(CCNC(=O)c2oc3c(C)c(C)ccc3c2C)n1,-7%,3,10%,-1%,5%,0%,-7,-0.9,15%
CSc1ccccc1C(=O)OCC(=O)NC1CCCCCCC1,.,-1,1%,-4%,12%,-1%,.,.,.
CCCCn1c(SCc2cccc([N+](=O)[O-])c2)nc2ccsc2c1=O,-1%,1,-5%,-2%,2%,0%,11,0.7,-7%
O=C(Nc1ccc(N2CCOCC2)c(Cl)c1)c1cc(F)c(F)cc1Cl,5%,1,3%,?,-6%,4%,-14,0.0,-29%
O=c1cc(C23CC4CC(CC(C4)C2)C3)[nH][nH]1,.,5,2%,-6%,9%,-1%,3,0.1,-14%
O=C(N/N=C/c1coc2ccc(Cl)cc2c1=O)c1cc(O)cc(O)c1,3%,-1,4%,-5%,45µM*,3%,2,0.4,20%
CCOP(=O)(OCC)C(Nc1cccc([N+](=O)[O-])c1)c1ccc(OC)cc1 (configuration not stated),2%,-4,4%,-3%,0%,-7%,14,1.2,7%
N#Cc1ccc(NC(=O)c2cc(-c3cccs3)on2)cc1,-5%,-12,-2%,-9%,-21%,-5%,15,0.4,20%
COC(=O)c1ccc(COc2cccc3c2CCN(Cc2ccccc2)C3=O)o1,-5%,-2,0%,-4%,-22%,0%,-8,1.4,-14%
CCOc1ccc(-n2c(SCC(=O)NCc3ccco3)nnc2-c2c[nH]c3ccccc23)cc1,15%,-3,-13%,-3%,8%,-12%,-20,-0.9,4%
COc1ccc(S(=O)(=O)N2CCOC23CCN(C(=O)c2ccc(Cl)cc2Cl)CC3)cc1,-1%,-12,0%,-5%,-6%,-6%,-7,-0.2,-7%
CSc1nnc(SCC(=O)NC(=O)c2ccccc2)s1,-6%,4,5%,0%,5%,-2%,21,0.1,31%
O=C(O)CCn1cc(C2CC(c3ccccc3)=NN2c2ccccc2)c(-c2ccccc2)n1 (configuration not stated),-5%,-9,17%,2%,?,4%,10,2.3,48%
CN(C)S(=O)(=O)c1ccc(NC(=O)COC(=O)c2ccccn2)cc1,0%,-3,-2%,-6%,-8%,-5%,-5,0.2,-4%
CC(=O)c1ccccc1NC(=O)CCCNC(=O)c1ccc(Cl)cc1,10%,-13,1%,-3%,-9%,5%,13,-2.1,16%
Cc1c(C(=O)O)sc2nc(CSc3ncc(C(F)(F)F)cc3Cl)[nH]c(=O)c12,-1%,-1,7%,-3%,-27%,0%,14,0.7,-23%
CC(=O)C1=C(O)C(=O)N(CCCn2ccnc2)C1c1ccc(Cl)cc1 (configuration not stated),-2%,-1,1%,-3%,1%,-1%,16,-0.1,4%
CC(=O)n1nc(-c2ccccc2)nc1NCc1cccs1,3%,-8,-7%,-1%,i,-4%,6,0.2,-31%
COc1ccc(CCNC(=O)CSc2n[nH]c(N)n2)cc1OC,0%,-8,8%,3%,-12%,0%,4,-0.5,16%
Cc1ccc(C(=O)COC(=O)c2ccccc2NC(=O)c2ccccc2)cc1[N+](=O)[O-],-1%,-1,-14%,3%,1%,1%,6,0.7,-5%
COc1ccc(/C=C/C(=O)Nc2ccc(C(N)=O)cc2)cc1OC,1%,-2,-1%,-2%,-1%,-3%,-2,0.0,-21%
CCCCCCCNC(=O)C1(CC2CC(c3cccc(Br)c3)=NO2)CCN(C(=O)c2ccccc2)CC1 (configuration not stated),-6%,-13,7%,-6%,-29%,-7%,-7,-0.8,-14%
CN(c1ccccc1)S(=O)(=O)c1cccc(NC(=O)CSc2nnc(C3CC3)n2C)c1,-1%,-1,-6%,-2%,1%,-1%,12,-1.1,-2%
CC(=O)c1ccc(N2C(=O)N(CC(=O)c3ccc(F)cc3)c3ccccc3S2(=O)=O)cc1,0%,10,5%,-4%,4%,3%,.,0.3,-3%
CCC1=NN(C(=O)Cc2ccc([N+](=O)[O-])cc2)C(O)(C(C)(C)C)C1 (configuration not stated),2%,-8,-2%,-5%,1%,1%,8,-0.9,21%
O=C(Cc1noc2ccccc12)Nc1ccccn1,-3%,-7,-6%,3%,-6%,0%,0,1.0,22%
CCOC(=O)C1=CCN(S(=O)(=O)c2ccccc2Br)C1c1ccc(Cl)c(Cl)c1 (configuration not stated),.,-7,.,-4%,1%,-2%,.,.,.
O=C(Cc1ccc(Br)cc1)N1CCN(C(=O)c2ccccc2)CC1,1%,1,1%,1%,-3%,0%,.,.,4%

# Exported with two lines to a compound: part of the list above.
# Every second line gives: ERG-DNA inh | LDHA inh | Vif-APOBEC3F blk | Glioma ERSR ind | 12-LOX inh | Vif-APOBEC3G blk | D2 antagonist | D2 agonist | RGS4 inh
COc1ccc(CCNC(=O)CSc2n[nH]c(N)n2)cc1OC
    0% | -8 | 8% | 3% | -12% | 0% | 4 | -0.5 | 16%
Cc1ccc(C(=O)COC(=O)c2ccccc2NC(=O)c2ccccc2)cc1[N+](=O)[O-]
    -1% | -1 | -14% | 3% | 1% | 1% | 6 | 0.7 | -5%
COc1ccc(/C=C/C(=O)Nc2ccc(C(N)=O)cc2)cc1OC
    1% | -2 | -1% | -2% | -1% | -3% | -2 | 0.0 | -21%

# Further entries follow.
SMILES,ERG-DNA inh,LDHA inh,Vif-APOBEC3F blk,Glioma ERSR ind,12-LOX inh,Vif-APOBEC3G blk,D2 antagonist,D2 agonist,RGS4 inh
CN(CCc1ccccn1)C(=O)Nc1cc(Cl)cc(Cl)c1,-16%,-3,-7%,3%,-16%,-1%,9,0.3,0%
CCOc1cc(/C=N/Nc2ccccc2Cl)ccc1OCC(=O)O,-17%,2,-1%,5%,?,-8%,-6,2.5,2%
CC(Sc1nnc2ccccn12)C(=O)Nc1ccc2c(c1)OCO2 (configuration not stated),-5%,13,11%,9%,4%,0%,-7,1.5,8%
CCCN1CCN(C(=O)Cn2cccc2C(=O)c2ccccc2)CC1,-4%,-4,5%,-3%,0%,4%,1,0.5,-14%
